# TDP43 rescue = inhibitors of TDP-43 toxicity in yeast; AID 652104; actives 1.8% (n = 410,000); Potency, µM (doses to about 46.1 µM), for the others: at the top dose growth rescue (activation), actives largely listed as activators; TDP-43 expressing yeast growth rescue, BacTiter-Glo, 24 h; further: % of control where 0% means no effect; nearly all actives have a fitted effect of over 50% in size
#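 Galactose-induced TDP-43 yeast, OD600=0.02, compound pinned; 24 hr, 30 deg C; BacTiter-Glo luminescence for growth. Inhibitors of TDP-43 toxicity read as activators.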
# EPAC1 antag = antagonists of human EPAC1; EPAC1 GEF assay, Rap1b-BODIPY-GDP exchange fluorescence; O95398; Potency, µM (titrated, usually from 115 µM), for inactives: at the top dose activity change, negative = inhibition, usual class: inhibitors; actives 0.14% (n = 360,000);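 further: plate controls were vehicle for no effect and positive control for full effect; nearly all actives have a fitted effect of over 50% in size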
# aSyn yeast inh = inhibitors of alpha-synuclein toxicity in yeast; Yeast expressing alpha-synuclein, growth rescue, BacTiter-Glo, 24 h; Potency, µM (titrated, usually from 46.1 µM), for the others: top-dose growth rescue (activation), actives largely listed as activators; actives 0.14% (n = 370,000); further: % of control where 0% means no effect; nearly all actives have a fitted effect of over 65% in size
#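 Galactose-induced alpha-syn yeast (OD600=0.02, raffinose-pregrown) + pinned cpd, 24 hr, 30 deg C; growth by BacTiter-Glo luminescence. Growth restoration scores as activation.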
# EPAC2 antagonist = blocks human EPAC2 exchange factor; Q8WZA2; EPAC2 GEF exchange of Rap1B-BODIPY-GDP, fluorescence; Potency, µM (series often up to 114 µM), without a hit: at the top dose activity, negative = inhibition, most hits filed as inhibitors; actives 0.18% (n = 360,000); further: on the % scale 0 is the no-effect control and ±100 the full control effect; nearly all actives have a fitted effect of over 45% in size; many of its hits are not listed in these tables
# Target sequence (Q8WZA2 whole entry, looked up): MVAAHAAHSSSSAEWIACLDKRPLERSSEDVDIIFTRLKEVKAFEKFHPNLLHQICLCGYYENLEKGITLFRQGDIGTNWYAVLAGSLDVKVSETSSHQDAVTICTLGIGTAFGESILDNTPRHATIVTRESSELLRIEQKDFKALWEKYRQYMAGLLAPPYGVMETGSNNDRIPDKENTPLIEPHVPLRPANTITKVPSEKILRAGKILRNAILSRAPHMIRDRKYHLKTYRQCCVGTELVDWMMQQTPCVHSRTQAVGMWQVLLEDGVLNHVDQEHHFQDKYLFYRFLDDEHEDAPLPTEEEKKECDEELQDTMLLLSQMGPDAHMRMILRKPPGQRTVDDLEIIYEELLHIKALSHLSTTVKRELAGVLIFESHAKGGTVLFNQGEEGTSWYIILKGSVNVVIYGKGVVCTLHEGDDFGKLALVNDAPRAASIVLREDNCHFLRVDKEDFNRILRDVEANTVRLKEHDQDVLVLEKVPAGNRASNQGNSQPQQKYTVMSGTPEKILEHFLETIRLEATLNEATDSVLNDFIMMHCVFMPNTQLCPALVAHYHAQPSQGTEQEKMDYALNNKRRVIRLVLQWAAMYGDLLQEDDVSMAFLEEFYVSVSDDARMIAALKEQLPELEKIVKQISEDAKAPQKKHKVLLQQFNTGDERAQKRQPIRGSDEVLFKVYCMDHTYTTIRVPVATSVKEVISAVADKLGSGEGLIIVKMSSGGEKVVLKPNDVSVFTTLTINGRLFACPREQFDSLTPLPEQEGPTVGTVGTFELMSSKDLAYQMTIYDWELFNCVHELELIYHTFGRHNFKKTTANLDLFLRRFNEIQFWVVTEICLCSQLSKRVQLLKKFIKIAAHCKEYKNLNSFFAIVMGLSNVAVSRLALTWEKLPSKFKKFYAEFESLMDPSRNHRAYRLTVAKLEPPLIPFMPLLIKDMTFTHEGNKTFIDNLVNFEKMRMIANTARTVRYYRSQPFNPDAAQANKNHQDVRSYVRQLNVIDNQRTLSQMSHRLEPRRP
# FUS yeast rescue = suppressors of FUS proteinopathy in yeast. S. cerevisiae FUS-expressing, growth rescue, OD600, 24 h. Potency, µM (top dose mostly 76.6 µM), for the others: at the highest dose growth rescue (activation), most hits filed as activators. actives 0.24% (n = 390,000);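 further: plate controls were DMSO vehicle for no effect and reference control for full effect; nearly all actives have a fitted effect of over 55% in size; some results filed as inactive show a strong effect at the top dose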
#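 Toxicity suppression screen in FUS-yeast. Cells induced with 2% galactose, starting OD 0.005, treated 24hr at 30C with compounds at multiple final concentrations; growth by OD600.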
# EPAC1 agonist = agonists of human EPAC1; O95398; Potency, µM (top dose mostly 154 µM), for the others: at the top dose activation, hits mostly activators; AID 720707; actives 0.073% (n = 360,000); EPAC1 agonist qHTS, biochemical assay; response scale: 100% = response to 6.5 mM cAMP; further: nearly all actives have a fitted effect of over 60% in size
#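 Multi-concentration qHTS readout: loss of Rap1B-bound BODIPY-GDP fluorescence driven by 100 nM EPAC1 with excess GDP (50 uM), monitored kinetically at room temperature; agonist response expressed relative to 6.5 mM cAMP.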
# EPAC2 agonist = EPAC2 (human) agonism; Q8WZA2; EPAC2 activation, biochemical qHTS; response scale: 100% = 6.5 mM cAMP response; Potency, µM (series often up to 154 µM), for the others: at the highest dose activation, most hits filed as activators; actives 0.079% (n = 360,000); further: nearly all actives have a fitted effect of over 50% in size
#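 Each well held 100 nM EPAC2, 250 nM RAP1B-BODIPY-GDP and 50 uM GDP. Fluorescence, read at 5-min intervals to 30 min, was referenced to a 6.5 mM cAMP positive control.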
# PTHR1 ag = agonists of human PTHR1 parathyroid hormone receptor; Q03431; HEK293 GP2 PTHR1 cells, GloSensor cAMP luminescence, 1 h; actives 0.075% (n = 410,000); Potency, µM (top dose mostly 115 µM), without a hit: at the highest dose activation, most hits filed as activators; further: nearly all actives have a fitted effect of over 55% in size; some results filed as inactive show a strong effect at the top dose; inactives centre near -15; many of its hits are not listed in these tables
#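 HEK-293-derived GP2 cells expressing PTHR1 and a GloSensor cAMP reporter, 3,000/well, plated overnight, given luciferin plus IBMX (each 0.5 mM as added) for 1 h at 37 °C, then compound for 1 h at 37 °C. Luminescence was read after 15 min at room temperature.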
# The depositor's hits bear a star; i = inactive; ? = inconclusive; . = not tested or not shown; [ ] = dose if it differs, or a comment. The call rests on the fitted dose curve; in most records, active means well fitted curve in the direction sought with a large enough effect; inconclusive means small, poorly fitted or top-dose-only effect, or another doubt; inactive means no such curve, though single readings can be large; an effect the other way counts as inactive or inconclusive. Potency means the concentration at half of the fitted maximal effect.
SMILES,TDP43 rescue,EPAC1 antag,aSyn yeast inh,EPAC2 antagonist,FUS yeast rescue,EPAC1 agonist,EPAC2 agonist,PTHR1 ag
Cc1ccc(C(=O)Nc2ccc(N3CCN(C(=O)c4ccco4)CC3)cc2)c(Cl)c1,?,-13%,4%,-18%,26%,5%,5%,-5%
CCCCNC(=O)CSc1nccn1Cc1ccccc1,-19%,20%,1%,5%,-12%,10%,9%,20%[57.5 µM]
O=C(NCCc1c[nH]c2ccccc12)c1cnc2sccn2c1=O,-16%,-3%,5%,-8%,-1%,-13%,4%,-82%[inhibitor]
Oc1cccc(/C=N/N=C/c2cccc(O)c2O)c1O,-18%,-16%,27%,6%,17%,-3%,7%,-42%[inhibitor]
COc1ccc(OC)c(C(=O)NC(CC(N)=O)c2ccc(NCCOc3ccccc3)c([N+](=O)[O-])c2)c1 (centres undefined),12%,-11%,-8%,-10%,21%,-18%,10%,-18%
O=C(COC(=O)c1c2c(nc3ccccc13)/C(=C\c1ccco1)CC2)NC1CCCC1,-15%,?,-16%,0%,.,6%,-1%,-13%
Cc1cccc(S(=O)(=O)N[C@@H]2CC[C@@H](CCNS(=O)(=O)c3ccccc3F)O[C@@H]2CO)c1,23%,3%,-6%,-5%,28%,-15%,1%,-8%
O=C(NCc1ccc(F)cc1)c1ccc2c(=O)n3c(nc2c1)CCCCC3,-8%,?,-3%,0%,9%,-13%,5%,-14%
Cc1ccc(-c2cc(C(F)(F)F)nn2-c2ccc(S(N)(=O)=O)cc2)cc1,22%,-25%,6%,?,25%,-19%,-11%,-18%
Cc1cc(C(=O)COC(=O)C2=NNC(=O)CC2)c(C)n1-c1ccccc1,-13%,12%,12%,7%,37%,4%,-1%,-23%
CCOc1ccccc1C1N(c2ccc(OC)cc2)C(=O)C2CCCN21 (centres undefined),8%,-8%,-5%,12%,12%,0%,7%,i
CCOC(=O)C1=C(COC(=O)COc2ccccc2C=O)NC(=O)NC1C (centres undefined),12%,-1%,-11%,0%,4%,-5%,2%,i
CCN(CC)S(=O)(=O)c1ccc2[nH]cc(C(=O)NCCN3CCCCC3C)c(=O)c2c1 (centres undefined),8%,-12%,-3%,17%,.,-5%,-3%,i
C[C@H]1Cn2cnc(C(=O)NCc3ccc(CNC(=O)OC(C)(C)C)cc3)c2C(=O)N1,29%,14%,1%,3%,-21%,-5%,-11%,i
CC(=O)Nc1ccc(C(=O)n2nc(C)cc2C)cc1,0%,8%,-9%,19%,7%,-8%,9%,-15%
COCCN(Cc1nc(-c2ccc(-c3ccccc3)cc2)oc1C)C(C)C,0%,-7%,10%,-5%,-7%,-4%,6%,-42%[inhibitor]
Cc1ccccc1C(=O)NC(NC(=O)c1ccccc1C)c1cccc([N+](=O)[O-])c1,-24%,36%[activator],-1%,22%,25%,-1%,6%,-14%
O=C1C(Cl)=C(Nc2ccc(O)cc2)C(=O)c2ccccc21,-9%,-28%,-2%,-2%,25%,8%,5%,-33%[inhibitor]
CC1CCN(C(c2nnnn2CCc2ccccc2)C(C)C)CC1 (centres undefined),-9%,-9%,-4%,-22%,2%,1%,16%,18%
Cc1ccccc1NCCC(=O)Nc1ccc(Cl)cc1,?,-18%,8%,-9%,16%,11%,11%,i
Cc1[nH]c2ccccc2c1/C=N/Nc1nc(N2CCCCC2)nc(N2CCCCC2)n1,-19%,0%,1%,6%,.,2%,-15%,i
Cc1cccc2cc(C(c3nnnn3CC3CCCO3)N3CCCc4ccccc43)c(=O)[nH]c12 (centres undefined),-9%,6%,-1%,10%,38%,0%,-4%,i
CCCCOCCOCCOCCCC,24%,-4%,5%,-3%,-24%,-28%,4%,-18%
O=C(COC(=O)CCCc1nc2ccccc2s1)NC(=O)NCc1ccco1,29%,-14%,12%,-10%,2%,12%,-2%,-14%
CC(NCc1cccs1)C(=O)NC1CCCCC1 (centres undefined),-8%,-16%,-5%,-1%,3%,-5%,-1%,4%

# Full records from above.
# COCCN(Cc1nc(-c2ccc(-c3ccccc3)cc2)oc1C)C(C)C is entered as TDP43 rescue = 0%; EPAC1 antag = -7%; aSyn yeast inh = 10%; EPAC2 antagonist = -5%; FUS yeast rescue = -7%; EPAC1 agonist = -4%; EPAC2 agonist = 6%; PTHR1 ag = -42%[inhibitor]
# Cc1ccc(C(=O)Nc2ccc(N3CCN(C(=O)c4ccco4)CC3)cc2)c(Cl)c1 is entered as TDP43 rescue = ?; EPAC1 antag = -13%; aSyn yeast inh = 4%; EPAC2 antagonist = -18%; FUS yeast rescue = 26%; EPAC1 agonist = 5%; EPAC2 agonist = 5%; PTHR1 ag = -5%

# Remaining list, next part
SMILES,TDP43 rescue,EPAC1 antag,aSyn yeast inh,EPAC2 antagonist,FUS yeast rescue,EPAC1 agonist,EPAC2 agonist,PTHR1 ag
O=C(Nc1ccccc1N1CCN(C(=O)c2ccccc2)CC1)c1ccc(Cl)cc1,9%,-20%,-9%,-18%,29%,6%,3%,-9%
CC1CCC(C(=O)NC(C(=O)N2CCc3ccccc3C2)C(C)C)CC1 (centres undefined),4%,1%,-6%,-3%,-1%,7%,-6%,-16%
COC(=O)c1[nH]c2ccc(C)cc2c1NC(=O)CN1CCC(C)CC1,?,0%,1%,-5%,-22%,4%,-2%,i
COC(=O)c1cn(CC(=O)Nc2ccc(OC)cc2)c2ccccc12,-9%,-19%,-3%,0%,-20%,-2%,14%,6%
O=C(Nc1ccccc1N1CCCCC1)c1ccc(Cl)c([N+](=O)[O-])c1,-6%,-30%,-7%,-27%,7%,9%,7%,-78%[inhibitor]
CC(C)Nc1ncnc2c1ncn2[C@H]1CN(CCN2CCOCC2)C[C@@H](CO)O1,28%,8%,-1%,17%,-22%,1%,-1%,-25%
Cc1nc(SCc2ccc(OCCC(C)C)cc2)n[nH]1,-67%[inhibitor],-14%,-44%[inhibitor],-10%[57.1 µM],20%,1%,-2%,-44%[inhibitor]
CC(NC(=O)CCCc1ccccc1)c1ccncc1 (centres undefined),13%,-8%,0%,-3%,11%,7%,-6%,5%
O=C(CCCCCN1C(=O)c2ccccc2C1=O)Nc1ccccc1,-11%,1%,3%,-2%,9%,10%,0%,1%[57.5 µM]
Cc1cccc(-n2c(-c3csc4ccccc34)n[nH]c2=S)c1,?,5%,11%,-7%,13%,21%,4%,-11%
CCC1CCCCN1C(=O)CCS(=O)(=O)c1cc2c(cc1C)NC(=O)CO2 (centres undefined),6%,.,1%,.,-13%,.,.,i
CN(C)S(=O)(=O)N1CCN(CC(=O)Nc2ccc(F)cc2)CC1,20%,5%,2%,2%,-18%,-1%,0%,i
CCOC(=O)C1=C(c2ccccc2)OC(N)=C(C#N)C1C(C)C (centres undefined),4%,6%,5%,12%,-15%,-16%,-31%[inhibitor],-2%[57.5 µM]
COC(=O)c1scc(C)c1NC(=O)CC1NCCNC1=O (centres undefined),17%,0%,2%,4%,-3%,6%,8%,i
S=C(NCCc1ccccc1)N1CCn2cccc2C1c1ccncc1 (centres undefined),16%,5%,0%,0%,0%,8%,-1%,-34%
CCOc1ccc(CN2CCCC(CNC(=O)c3ccc(F)cc3)C2)cc1CO (centres undefined),10%,-6%,3%,1%[57.1 µM],-4%,2%,12%,i
O=C(NC1CCCCC1)c1ccc(CS(=O)Cc2ccc(Cl)cc2)o1 (centres undefined),10%,-15%,2%,-2%,16%,-1%,-8%,-15%
CSc1ccc(CNC(=O)C2(C)CCCN(C(C)=O)C2)cc1 (centres undefined),7%,-3%,5%,-5%,-12%,0%,-4%,-25%
COc1ccc(NS(=O)(=O)c2cccc(NC(=O)NCCCl)c2)cc1,6%,11%,-8%,1%,0%,14%,-4%,-1%
O=C(COC(=O)c1ccc(Cl)c([N+](=O)[O-])c1)NC1CCCC1,-3%,9%,2%,-3%,7%,12%,3%,i
CCCOC(=O)c1c(NC(=O)CCCn2nc([N+](=O)[O-])cc2C)sc(C(=O)OC)c1C,10%,-19%,-1%,0%,7%,-10%,4%,i
O[C@H]1C[C@H](c2ccc(Cl)cc2)N(Cc2cccs2)C[C@@H]1n1cc(C2CC2)nn1,-11%,-16%,11%,-18%,?,2%,2%,-53%[inhibitor]
COc1ccc(CN2CCN(C(C)C(=O)N(C)Cc3cccc(F)c3)CC2)cc1OC (centres undefined),-3%,-27%,0%,-4%,-15%,1%,4%,-17%
O=C(NCc1ccccc1F)Nc1nnc([C@@H]2C[C@H](O)[C@@H](CO)O2)s1,25%,-5%,1%,0%,-24%,8%,10%,0%
CCc1nnc(NC(=O)CSc2nnc(-c3ccccc3O)n2-c2ccc(C)cc2C)s1,-4%,-11%,-11%,0%,-9%,3%,7%,i

# Entries shown so far that have a thiophene ring, fused or not, in the order listed:
SMILES,TDP43 rescue,EPAC1 antag,aSyn yeast inh,EPAC2 antagonist,FUS yeast rescue,EPAC1 agonist,EPAC2 agonist,PTHR1 ag
CC(NCc1cccs1)C(=O)NC1CCCCC1 (centres undefined),-8%,-16%,-5%,-1%,3%,-5%,-1%,4%
Cc1cccc(-n2c(-c3csc4ccccc34)n[nH]c2=S)c1,?,5%,11%,-7%,13%,21%,4%,-11%
COC(=O)c1scc(C)c1NC(=O)CC1NCCNC1=O (centres undefined),17%,0%,2%,4%,-3%,6%,8%,i
CCCOC(=O)c1c(NC(=O)CCCn2nc([N+](=O)[O-])cc2C)sc(C(=O)OC)c1C,10%,-19%,-1%,0%,7%,-10%,4%,i
O[C@H]1C[C@H](c2ccc(Cl)cc2)N(Cc2cccs2)C[C@@H]1n1cc(C2CC2)nn1,-11%,-16%,11%,-18%,?,2%,2%,-53%[inhibitor]

# This is a subset, so the mix of outcomes need not match the whole.
